# Compound activity: PubChem BioAssay, National Center for Advancing Translational Sciences (NCATS)
# HT1080 IDH1KD tx – HT-1080 IDH1 knockdown cell toxicity (counter line) | 360,000 compounds, 2% hits | HT-1080 IDH1 knockdown viability, ATP luminescence, 48 h | Potency, µM (titrated, usually from 46.1 µM), for the others: top-dose activity, negative = toxicity, hits mostly cytotoxic;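 note: potency is the fitted concentration of half-maximal effect; 0% = DMSO wells and -100% = cell-free medium wells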
#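 Using the IDH1-knockdown HT-1080 line run in the same batch and compound series as the NT line, viability after 48 h at 37 °C was determined by CellTiter-Glo luminescence and expressed as % activity.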
# HEK293 tox – cytotoxic in the GLP-1 receptor inverse agonist counter-screen; Potency, µM (titrated, usually from 38.3 µM), for inactives: top-dose activity change, negative = inhibition, actives largely listed as inhibitors; HEK293 cAMP-luciferase reporter cells, luminescence, 24 h; 410,000 compounds, 0.13% hits;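 note: loss of luciferase light is scored as toxicity; potency is the fitted concentration of half-maximal effect; % is set by controls: 0 for no effect and ±100 for the full control effect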
#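 A 23 nL compound transfer followed 12 hours of cell culture at 37 deg C; exposure then lasted 24 hr. Luciferase assay detection reagent was dispensed and plates read for luminescence after a 12 min room-temperature wait.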
# IL-1B inflam inh – blocks inflammasome-driven IL-1 beta release; THP-1 LPS/ATP IL-1B secretion, AlphaLISA, 16 h; hits give low values; activity change, % at 57.5 µM; 360,000 compounds, 4.7% hits; in the data active = activity change below about -50%; inconclusive = mostly about -30% to -49%; note: % is set by controls: 0 for no effect and ±100 for the full control effect
#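 Secreted IL-1B measured by AlphaLISA bead assay after 16 h compound exposure of THP-1 cells; compounds (final up to 57.5 uM) added 1 h before LPS (250 ng/mL) and ATP (1.25 mM) stimulation; lower signal means less secretion.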
# HT1080-NT tox – kills 2HG-producing HT-1080-NT fibrosarcoma cells. 360,000 compounds, 1.6% hits. HT-1080-NT fibrosarcoma viability, CellTiter-Glo ATP luminescence, 48 h. Potency, µM (series often up to 46.1 µM), for inactives: at the top dose activity, negative = less viability, most hits filed as cytotoxic;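 note: NT is the 2HG producing partner of a matched IDH1 knockdown line; potency is the fitted concentration of half-maximal effect; 0% = DMSO-treated cells and -100% = media-only wells without cells; nearly all actives have a fitted effect of over 55% in size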
#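 Fibrosarcoma NT cells, 750 per well in 5% FBS RPMI, were exposed to compound for 48 hours. Viability: CellTiter-Glo luminescence.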
# KB-V1 cytotox – kills drug-selected multidrug resistant KB-V1 cells | KB-V1 MDR cells viability, CellTiter-Glo, 72 h | Potency, µM (highest dose often 46.1 µM), for inactives: at the top dose activity change, negative = cytotoxicity, usual class: cytotoxic | 400,000 compounds, 3.4% hits; note: potency is the fitted concentration of half-maximal effect; % is set by controls: 0 for no effect and ±100 for the full control effect; nearly all actives have a fitted effect of over 60% in size
#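 Readout: CellTiter-Glo luminescence, 10 min after addition. Cells: KB-V1 MDR subline, 72 h at 37 degrees C with compound. Analysis: corrected, normalized data fitted to concentration-effect curves.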
# KB-3-1 tox – KB-3-1 parental cell cytotoxicity; KB-3-1 viability, CellTiter-Glo ATP luminescence, 72 h; Potency, µM (series often up to 46.1 µM), for inactives: at the highest dose activity change, negative = cytotoxic, hits mostly cytotoxic; 400,000 compounds, 1.4% hits; AID 1347075; note: potency is the fitted concentration of half-maximal effect; % is set by controls: 0 for no effect and ±100 for the full control effect; nearly all actives have a fitted effect of over 60% in size
#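 Viability of parental KB-3-1 cells, measured by CellTiter-Glo luminescence, followed a 72 h incubation at 37 °C with pinned compounds in phenol-red-free DMEM containing 10% FBS.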
# DRD3 agonist – agonists of human D3 dopamine receptor; P35462; D3R DiscoveRx beta-arrestin cells, luminescence, 90 min; max activation, %; 410,000 compounds, 0.58% hits; in the data active = max activation above about 30%; note: 0% is about no effect; mostly tested at two doses, the higher about 12 µM
# Target sequence (P35462 whole entry, looked up): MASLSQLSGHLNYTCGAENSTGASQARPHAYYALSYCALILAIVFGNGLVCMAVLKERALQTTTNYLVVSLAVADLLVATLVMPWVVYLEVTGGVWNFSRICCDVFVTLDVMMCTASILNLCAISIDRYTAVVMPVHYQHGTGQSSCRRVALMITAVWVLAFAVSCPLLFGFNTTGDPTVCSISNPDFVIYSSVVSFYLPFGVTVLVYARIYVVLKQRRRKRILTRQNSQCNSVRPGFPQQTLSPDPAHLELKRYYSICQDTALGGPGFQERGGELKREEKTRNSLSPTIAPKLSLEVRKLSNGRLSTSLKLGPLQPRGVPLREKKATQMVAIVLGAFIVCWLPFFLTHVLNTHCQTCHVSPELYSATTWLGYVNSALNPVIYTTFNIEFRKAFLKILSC
#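 Agonist-mode cell screen: cells plated at 1500/well and incubated overnight at 37 °C, then exposed to library compounds for 90 min at 37 °C. Detection reagent was added for 30–60 min at room temperature, and luminescence was read.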
# SW480 rereplic – DNA re-replication induction in SW480 cells; 340,000 compounds, 1.8% hits; Potency, µM (titrated, usually from 46.1 µM), without a hit: at the top dose re-replication activation, actives largely listed as activators; AID 624297; SW480 DNA re-replication, Hoechst DNA content imaging, 48 h; note: potency is the fitted concentration of half-maximal effect; % of control where 0% means no effect; nearly all actives have a fitted effect of over 55% in size
#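 Image-based DNA-content assay: after two days of treatment, nuclei were labelled with the DNA dye Hoechst and imaged, and hits were compounds raising the count of nuclei showing high fluorescence intensity.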
# MCF10A rerep – induces DNA re-replication in MCF 10a normal breast cells | 350,000 compounds, 2.9% hits | Potency, µM (highest dose often 46.1 µM), for the others: at the top dose activity, positive = re-replication, actives largely listed as activators | AID 624296 | MCF 10A DNA re-replication, Hoechst nuclear intensity, 48 h; note: potency is the fitted concentration of half-maximal effect; % of control where 0% means no effect; nearly all actives have a fitted effect of over 50% in size
# * hit, by the source's call; i = inactive; ? = inconclusive; nt = not tested or not shown; & = joins results of further samples; [ ] = dose if it differs, or a comment. Unless noted, calls come from the whole dose curve; as a rule, active = well fitted curve in the direction sought with a large enough effect; inconclusive = small, poorly fitted or top-dose-only effect, or another doubt; inactive = no such curve, though single readings can be large; an effect the other way counts as inactive or inconclusive. No enrichment for hits, and some 11% of all compounds hit somewhere here.
# Under each structure – HT1080 IDH1KD tx	HEK293 tox	IL-1B inflam inh	HT1080-NT tox	KB-V1 cytotox	KB-3-1 tox	DRD3 agonist	SW480 rereplic	MCF10A rerep
O=C(O)c1ccc(N2CCCCS2(=O)=O)cc1
    29%	2%	4	5%	?	9%	-5	-3%	1%
CCN(CC)CCNC(=O)c1cc(S(C)(=O)=O)ccc1OC
    2%	6%	4	0%	22%	0%	-99&-26	-5%	7%
COc1ccc(Nc2nc(-c3sc(C)nc3C)cs2)c(OC)c1
    16µM*	-11%	-14	?	?	7.3µM*	2	21µM*	?
CCn1c(SCC(=O)N(C)CC(=O)Nc2cccc(OC)c2)nnc1-c1ccco1
    -3%	-4%	-2	-2%	1%	2%	-25	0%	-1%
Cc1ccc(C(C)C)c(OCC#CCN2CCOCC2)c1
    -1%	10%	15	-1%	-3%	14%	-21	-32%	-7%
CC1CCN(S(=O)(=O)c2ccc(F)c(C(=O)O)c2)CC1
    2%	-6%	40	10%	13%	7%	3	-5%	-2%
O=c1/c(=C/c2ccccc2)sc2nnc(-c3cccs3)n12
    20%	14%	nt	-4%	-1%	0%	6	-9%	-8%
CCC(C)(C)NC(=O)C(c1ccc(F)cc1)N(Cc1ccco1)C(=O)CCC(=O)Nc1ccccn1 (stereo not drawn)
    -5%	-5%	-10	0%	0%	0%	-4	8%	10%
CC(=O)Cc1cc(=O)c2c(C)cc(O)c(C3OC(CO)C(O)C(O)C3O)c2o1 (stereo not drawn)
    8%	-14%	7	-2%	3%	3%	2	-4%	-1%
CSCCNC(=O)c1ccc2nc(C3CCCCC3)oc2c1
    9%	3%	-17	15%	-10%	19%	-15	0%	0%
O=C(Cn1cc(COc2ccccc2[N+](=O)[O-])nn1)c1ccc(O)cc1
    3%	-4%	17	1%	21%	?	37*	-33%[inhibitor]	?
Cc1ccc(OCC(=O)Nc2ccc(O)c(-c3nc4ccccc4o3)c2)cc1
    ?	-10%	-25	?	?	?	4	-6%	16µM*
CC1CC(C)CN(c2ccc([N+](=O)[O-])cc2-c2nn[nH]n2)C1 (stereo not drawn)
    9%	-2%[1.53 µM]	0	9%	-24%	0%	-22	-3%	-13%
CCCN(C(=O)c1cc(S(=O)(=O)N2CCCCCC2)ccc1OC)C1CCS(=O)(=O)C1 (stereo not drawn)
    3%	5%	-9	4%	9%	2%	-6	-3%	6%
Cc1cc(NC(=O)C2CC(=O)N(c3ccc(Cl)cc3)C2)no1 (stereo not drawn)
    1%	7%	17	-3%	-11%	0%	-7	-22%	1%
S=C(Nc1ccc(Cl)cc1)N(CCCN1CCOCC1)Cc1cccs1
    -10%	7%[7.66 µM]	-15	5%	?	-14%	-10	-1%	1%
CCC[C@@H]1CCCO[C@@](C(=O)NCc2cc(C)n(C)n2)(C(F)(F)F)C1
    2%	-5%	-8	-27%	-3%	0%	-15	?	-18%
CCCn1c(N)c(C(=O)CSc2nnc(Cc3cccs3)n2C2CC2)c(=O)n(C)c1=O
    0%	-12%	5	-12%	8%	-18%	-1	-20%	-7%
CC(=O)c1ccc(-n2cc(C#N)c(=O)[nH]c2=O)cc1
    7%	-4%	19	2%	0%	0%	-1	0%	5%
COC(=O)c1sccc1NC(=O)c1ccc(OC)c([N+](=O)[O-])c1
    19%	4%[0.307 µM]	6	20%	0%	-6%	-2	-4%	-1%
CCN1CCN(CCCNC(=O)c2ccc(/C=C3/Sc4ccccc4N(Cc4ccccc4F)C3=O)cc2)CC1
    15µM*	158%[activator]	?	18µM*	2%	?	-12	16µM*	15µM*
c1nc(N2CCCCC2)c2[nH]cnc2n1
    3%	2%	-4	0%	4%	3%	1	0%	3%
COCCNC(=O)C1CCCN(C(=O)c2csc3ccccc23)CC1 (stereo not drawn)
    23%	4%	-8	-1%	1%	0%	-20	nt	nt
c1cncc(-c2nc3ccccn3c2Nc2ccc3c(c2)OCCO3)c1
    -5%	4%	-24	3%	9%	-18%	-3	-1%	-3%
CCN(CC)S(=O)(=O)c1ccc(N2CC(C(=O)NCCc3c[nH]c4ccccc34)CC2=O)cc1 (stereo not drawn)
    -1%	-10%	9	1%	3%	8%	12	-2%	6%
CCn1nnnc1SCC(=O)Nc1ccc(N(C)C)cc1
    -11%	3%	3	-16%	10%	-2%	-7	-12%	-13%
Cc1c(C(=O)N2CCOCC2)cc(C(C)(C)C)n1-c1ccccc1
    1%	10%	-2	17%	-15%	-2%	-8	-32%[inhibitor]	?
O=C(O)c1ccc(C=NN2CCCCCC2)cc1
    8%	-8%	4	5%	8%	22%	3	0%	2%
N/C(=N\OC(=O)Cc1ccc(-c2ccccc2)cc1)c1ccncc1
    -15%	-9%	29	-1%	-4%	1%	4	5%	-5%
Cc1cc(=O)n(-c2ccc(C(=O)O)cc2)[nH]1
    0%	-2%	11	9%	1%	0%	-1	-4%	-2%
CSc1nc(N2CCOCC2)c2c(c1C#N)CC(C(C)C)OC2 (stereo not drawn)
    -1%	-17%	55	1%	1%	-26%	-2	?	25%
CC(C)CNC(=S)NC(=O)c1csc([N+](=O)[O-])c1
    7%	-27%	-9	-5%	7%	-4%	-3	-2%	5%
Cc1ccc(CC2CC(=O)N(c3cc(C)on3)C2=O)cc1 (stereo not drawn)
    -4%	-8%	20	11%	-12%	4%	-1	2%	5%
CCCn1c(N)c(N(CCOC)C(=O)c2ccccc2F)c(=O)[nH]c1=O
    22%	-12%	-3	27%	-5%	18%	-6	-4%	-2%
COc1ccc(CCN=C(N)NS(=O)(=O)c2cccs2)cc1
    2%	-8%	-6	4%	22%	-2%	9	-8%	2%
Cc1ccc(C(=O)Nc2ccon2)cc1S(=O)(=O)N1CCCC1
    -1%	4%	9	-4%	-5%	-3%	-14	-6%	-2%
COc1ccc(NC(=O)CSc2nc3nc(C)cc(C)n3n2)cc1
    6%	3%&15%	23	12%	-9%	-4%	8&-12	1%	-1%
CCOC(=O)NC(=O)C(=CNc1ccccc1OC)C(=O)NC(=O)OCC
    9%	-5%	15	14%	?	14%	6	-6%	1%
CCOC(=O)C1(Cc2ccccc2)CCN(Cc2cn(CC(=O)OC)c3ccccc23)CC1
    19%	?	15	25%	-38%	-5%	-10	-5%	0%
Cc1ccc(NC(=O)CCNS(=O)(=O)c2ccc3c(c2)CCC(=O)N3)cc1C
    15%	2%	24	11%	10%	-6%	0	6%	-2%
O=C(Nc1ccccc1[N+](=O)[O-])c1ccc(S(=O)(=O)N2CCCC2)cc1
    -15%	-19%	?	-25%	-19%	-20%	12	8%	9%
CCOC(=O)C1=C(c2ccccc2)OC(N)=C(C#N)C1C1CCCCC1 (stereo not drawn)
    -11%	-19%	13	-11%	-16%	-5%	6	0%	?
COc1ccc(C(=O)NCC(=O)N/N=C/c2cccnc2)cc1
    23%	?	17	17%	-4%	-15%	2	-18%	-4%
Cc1cccc2nc(CSc3nc4ccccc4o3)cn12
    28%	19%	i	2%	16µM*	?	1	4%	23%
O=C(COC(=O)[C@@H]1CCCN1C(=O)c1cccs1)NCCc1ccccc1
    1%	6%	32	4%	-5%	5%	2	-8%	-1%
COc1ccc(C2CC(=O)n3c(nc4ccccc43)S2)cc1OC (stereo not drawn)
    16%	4%	-17	10%	0%	1%	1	-11%	0%
CCOC(=O)C1C(=O)NC(N2CCc3ccccc32)=NC1c1ccccc1 (stereo not drawn)
    -3%[9.24 µM]	26%	-1	-1%	?	8%	-4	-10%	-2%
O=C1Nc2ccccc2C1(c1ccccc1)c1ccccc1
    ?	-11%	-10	?	-3%	-13%	-4	3%	11%
Cc1cc2oc(=O)cc(CN3CCN(Cc4ccccc4)CC3)c2cc1O
    0%	4%	6	-1%	16%	0%	-5	-9%	-11%
COc1ccc(C(C(=O)NC(C)(C)C)N(C(=O)CCC(=O)Nc2cc(C)on2)c2ccccc2F)cc1 (stereo not drawn)
    -22%	-7%	1	-24%	-22%	4%	0	3%	17%
Cc1nn(Cc2c(Cl)cccc2Cl)c(C)c1NC(=O)/C=C/c1cnn(C)c1C
    -23%	-16%	8	-11%	?	3%	2	-1%	6%
COc1ccc(C2CC3(CC(C)(C)NC(=S)N3)Oc3cc(O)cc(C)c32)cc1 (stereo not drawn)
    4%	-13%	-1	6%	-2%	-2%	-18	-2%	2%
CCN1CNC(=S)N(C(C)c2ccccc2)C1 (stereo not drawn)
    -4%	-5%[1.53 µM]	3	-9%	-16%	-17%	-12	16%	-2%
